Source: PubChem BioAssay
PfHsp90 yeast 2 – growth inhibition of PfHsp90-expressing yeast, primary screen, antimalarial PfHsp90 inhibitor project, S. cerevisiae, BacTiter-Glo luminescence, single point, set 2 | BacTiter-Glo ATP, 48 h; yeast lacking PDR1 and PDR3 efflux regulators | inhibition, % at 9.4 µM | AID 504621, 2011 | 310,000 compounds, 0.32% hits;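 active means every replicate shows inhibition above about 80%, whatever the replicate mean, limit read from the data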;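 further: 0% = DMSO neutral controls and 100% = 20 µM radicicol positive controls; yeast relying on Plasmodium falciparum Hsp90 in place of its own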
PKA-R1A act – activators of PKA-R1A holoenzyme, primary screen, biochemical, fluorescence polarization, Cy5-IP20, bovine R1A, mouse PKAc; cAMP-dependent protein kinase type I-alpha regulatory subunit (Bos taurus) + …; PKA-R1A dissociation; scaled: DMSO 0%, 113 µM cGMP 100%; activation, % at 11.4 µM; 340,000 compounds, 0.083% hits;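 active means percent activation above the mean of all tested compounds plus 3 SD, cut at about 19% in these data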;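 further: higher means more PKAc released from R1A so a rise in polarization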
PKA-R2B activ – activators of PKA-R2B holoenzyme, primary screen, biochemical, fluorescence polarization, Cy5-IP20, human; PKA-R2B holoenzyme dissociation; R2B truncated from residue 108, S112A mutant; 0% DMSO only, 100% 113 µM cGMP; activation, % at 11.4 µM; AID 504700, 2011; 340,000 compounds, 0.079% hits; cAMP-dependent protein kinase catalytic subunit beta (Homo sapiens) + cAMP-dependent …;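 active means activation above a cutoff set at the mean over all compounds plus 3 SD, cut at about 18% in these data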;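 further: higher means more holoenzyme dissociation and a rise in polarization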
Target sequence (P31323 whole entry, looked up, other chains not shown, the tested form may be a part): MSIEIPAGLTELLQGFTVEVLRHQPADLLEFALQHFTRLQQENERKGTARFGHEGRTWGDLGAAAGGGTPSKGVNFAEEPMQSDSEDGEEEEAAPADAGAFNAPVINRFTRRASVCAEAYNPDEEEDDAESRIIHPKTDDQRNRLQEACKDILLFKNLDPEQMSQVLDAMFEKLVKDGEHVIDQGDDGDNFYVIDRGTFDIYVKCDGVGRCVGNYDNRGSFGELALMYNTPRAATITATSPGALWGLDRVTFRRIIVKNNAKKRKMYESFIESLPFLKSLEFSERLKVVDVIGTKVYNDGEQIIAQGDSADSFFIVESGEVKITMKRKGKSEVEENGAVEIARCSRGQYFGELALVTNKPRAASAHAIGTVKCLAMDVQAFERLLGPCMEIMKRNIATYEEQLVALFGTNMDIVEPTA
Mot1-301 SUMO – yeast Mot1-301 growth rescue at high temperature, primary screen, SUMOylation pathway inhibitor project, S. cerevisiae, ATP luminescence, 38.5C. S. cerevisiae Mot1-301 growth rescue; percent above DMSO median, 100 means doubled. growth rescue, % at 18.8 µM. 320,000 compounds, 1% hits. AID 2716, 2010;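 active means every valid replicate shows activation above 250% relative to neutral control wells; inactive means the rest, any valid replicate at or below 250%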;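 further: OY570 slx delta 5 strain wells were the positive control but not used for scaling; some compounds called inactive have numbers as strong as hits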
OPRM1-OPRD1 ag – agonists of OPRM1-OPRD1 heterodimerization, primary screen, cell-based, luminescence; 340,000 compounds, 0.3% hits; cells; activation, % at 9.3 µM; AID 504326, 2011; in the data active means activation above about 18%;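 further: 0% = vehicle-treated cells and 100% = reference agonist; values of inactives mirror those of a sister screen read the other way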
Tat export inh – E. coli Tat export inhibitors, primary screen, MC4100, TorA-mCherry reporter, fluorescence, single point; inhibition, % at 10 µM; 340,000 compounds, 0.036% hits; AID 488895, 2010;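 active means mean replicate inhibition at least 50% and at least half of replicates individually reaching 50%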;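 further: exported cargo escapes ClpAP degradation while cytoplasmic cargo is degraded and loses fluorescence; 0% = median of neutral control wells and 100% = median of NaSCN control wells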
HTR5A inv ag – HTR5A inverse agonists in luminescence cell assay, primary screen, counter-screen for OPRM1-OPRD1 heterodimer inverse agonist project, full-deck HTS; inhibition, % at 9.3 µM; 340,000 compounds, 0.083% hits; HTR5A cell line, inverse agonism; 5-hydroxytryptamine receptor 5A (Homo sapiens), P47898; in the data active means inhibition mostly above about 23%, no sharp cut-off; inactive means mostly below about 18%;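 further: 0% = cells with DMSO and 100% = no-cell wells with DMSO; some compounds called inactive have numbers as strong as hits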
Target sequence (P47898 whole entry, looked up): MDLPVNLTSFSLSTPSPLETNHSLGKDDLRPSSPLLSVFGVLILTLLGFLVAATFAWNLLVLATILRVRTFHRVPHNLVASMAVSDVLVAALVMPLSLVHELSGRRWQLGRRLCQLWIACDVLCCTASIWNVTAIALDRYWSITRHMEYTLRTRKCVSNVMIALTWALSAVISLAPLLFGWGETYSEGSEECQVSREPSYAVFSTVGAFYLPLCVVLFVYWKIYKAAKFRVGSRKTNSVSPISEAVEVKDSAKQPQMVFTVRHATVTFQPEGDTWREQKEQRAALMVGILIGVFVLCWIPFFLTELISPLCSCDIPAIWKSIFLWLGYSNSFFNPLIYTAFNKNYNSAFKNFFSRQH
phage Ecoli inh – growth loss of phage-infected E. coli, primary screen, RecBCD inhibitor project, absorbance, with phage, HTS | 360,000 compounds, 0.26% hits | inhibition, % at 11.9 µM | AID 651602, 2012; in the data active means inhibition above about 11%
E coli growth – E. coli V3065 growth inhibition, primary screen, counter-screen for AddAB inhibitor project, absorbance, OD600. 330,000 compounds, 0.27% hits. 18 h. inhibition, % at 11.9 µM. AID 449728, 2010;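 active means inhibition above the campaign's mean inhibition across all tested compounds plus 3 SD, cut at about 9.9% in these data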;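 further: uninfected addAB+ strain grown without phage in ampicillin broth; 0% = DMSO wells and 100% = ciprofloxacin 0.95 µg/ml wells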
AddAB inh – growth inhibition of E. coli expressing H. pylori AddAB, primary screen, AddAB inhibitor project, absorbance. inhibition, % at 11.9 µM. 330,000 compounds, 0.29% hits. AID 435030, 2010; in the data active means inhibition above about 12%;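 further: 0% = vehicle wells of infected cells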
MOR-DOR inv ag – inverse agonists of MOR-DOR heterodimerization, primary screen, cell-based, luminescence; cell-based MOR-DOR heterodimer luminescence, inverse agonism; inhibition, % at 9.3 µM; 340,000 compounds, 0.21% hits; in the data active means inhibition above about 22%, passing the limit was not always enough;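 further: 0% = cells with DMSO and 100% = wells without cells with DMSO; values of inactives mirror those of a sister screen read the other way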
* marks the source's active call; other numbers are inactive results; x = no result given; + = active, no number.

SMILES	PfHsp90 yeast 2	PKA-R1A act	PKA-R2B activ	Mot1-301 SUMO	OPRM1-OPRD1 ag	Tat export inh	HTR5A inv ag	phage Ecoli inh	E coli growth	AddAB inh	MOR-DOR inv ag
O=C1NC(=S)N/C1=C\c1ccc(Oc2ccc(C(F)(F)F)cc2[N+](=O)[O-])c(Cl)c1	-7.7	3.4	3.8	44.6	-0.4	-1.6	9.1	3.1	0.7	0.1	2.3
COc1cccc(-c2nnc(N(C)C(=O)C3CCOC3)s2)c1 (stereo unspecified)	-9.2	-4.6	-11.3	344.3*	-0.9	-0.1	-4.3	-0.3	-3.8	-0.1	5.0
Cc1ccc([N+](=O)[O-])cc1NC(=O)/C=C/C(=O)O	3.0	-6.1	-3.3	-8.6	-1.1	-6.6	-15.3	0.5	0.7	3.5	6.0
COc1ccc(CCNC(=O)[C@H](C)N2C(=O)N3CCc4c([nH]c5ccccc45)[C@@]3(C)C2=O)cc1	9.7	-3.9	-8.2	139.8	-0.5	0.9	-7.6	-0.5	-2.0	1.8	2.5
O=C(C=C1CCN(c2ncc(C(F)(F)F)cc2Cl)CC1)NNC(=O)Nc1ccccc1	x	-7.2	2.9	3.2	-0.3	-4.0	-13.5	2.4	1.8	3.6	1.5
O=C(CSCCO)Nc1cccc(C(F)(F)F)c1	5.2	-1.6	-0.5	28.5	-0.2	-1.1	-10.5	4.8	-1.7	-1.9	1.3
O=C1CN(S(=O)(=O)c2ccc(Cl)cc2C(F)(F)F)CCN1	30.1	5.5	1.8	-2.4	2.5	3.2	-6.3	2.0	-0.1	-1.4	-12.8
CSc1nc2[nH]c3c(c2c2nnnn12)CCCC3	-12.0	-3.1	-8.7	-2.1	-1.9	-6.0	-11.4	3.6	-0.7	4.5	8.5
Cc1ccc(C)c(S(=O)(=O)Nc2cc(C)on2)c1	-5.7	0.7	0.0	-5.0	-1.1	-7.1	-16.9	0.9	3.2	3.3	6.2
Cc1noc(C)c1S(=O)(=O)N(CC(=O)O)c1ccc2c(c1)OCO2	20.1	5.4	5.4	6.2	0.7	8.8	2.5	0.7	-0.1	2.4	-3.2
CN(C)S(=O)(=O)c1cccc(C(=O)Nc2cccnc2)c1	-2.1	-10.5	-7.6	47.4	-4.1	-2.6	2.5	2.5	1.1	4.1	17.4
Cc1ccc(C(=O)/C=C/Nc2ccc([N+](=O)[O-])cc2Br)cc1	6.3	-6.8	5.1	951.0	1.3	0.2	0.9	0.9	-0.5	4.2	-5.8
Cc1cc(C(=O)CSc2n[nH]c(N)n2)c(C)n1C1CC1	-5.1	-0.1	6.6	245.4	-1.3	3.4	-3.8	0.9	0.9	-0.3	7.2
O=C(c1ccc(-c2ccccc2)cc1)N1CCN(c2ccccc2)CC1	-8.3	-2.3	-2.2	-13.0	1.3	-3.7	-19.0	3.2	1.1	1.9	-6.5
Cc1cc(NC(=O)CSCC(=O)Nc2ccc(C)c(C)c2)no1	0.1	-4.8	4.2	0.9	-0.7	4.6	-6.1	3.1	2.1	-1.6	2.8
COc1ccc(CCNC(=O)c2ccc(COc3ccccc3OC)o2)cc1	0.5	-3.3	3.2	-3.8	1.0	11.0	-13.2	1.2	-1.7	-2.2	-5.8
O=C1CSCN1c1ccc(Cl)cc1	-13.2	6.2	-5.7	-7.4	-1.4	-3.3	10.4	2.8	-1.4	2.6	9.5
Cc1ccc(CN2Cc3cccc4c3[C@@H](CC2=O)[C@H](O)[C@H](O)C4)cc1	7.5	7.9	3.1	5.4	-0.5	-3.9	11.8	2.7	3.0	1.4	2.9
CCc1ccc(S(=O)(=O)c2nnn3c2nc(N2CCOCC2)c2ccccc23)cc1	-5.4	-5.9	-7.8	-13.6	-0.9	5.2	9.8	1.6	-1.1	3.9	4.9
O=C(CC1C(=O)NCCN1Cc1ccoc1)NCCCn1ncc2ccccc21 (stereo unspecified)	-5.7	-2.1	-6.7	7.1	-1.4	-5.9	16.7	3.0	-0.6	-0.2	7.1
O=C(CCSCCC(=O)NCCN1CCOCC1)NCCN1CCOCC1	33.3	5.5	-4.8	-17.5	-2.5	-5.5	-12.9	1.2	-0.1	4.0	15.2
CC(=O)C1=NN(c2ccccc2)C(c2ccc3c(c2)OCO3)N1c1ccccc1 (stereo unspecified)	-19.6	-4.1	-0.8	32.3	4.3	2.4	16.6	6.1	1.6	1.0	-30.9
CN(C)S(=O)(=O)N1CCc2ccccc2C1	-55.5	-13.7	9.0	+	-1.9	-5.1	11.4	1.1	4.1	4.4	9.5
CC(c1ccccc1)n1c(-c2ccc(Cl)cc2)n[nH]c1=S (stereo unspecified)	-8.9	-7.9	-2.5	26.4	6.8	0.9	0.0	2.1	-0.5	0.5	-31.4
CC(C)c1nc(SCC(=O)c2c[nH]c3ccccc23)n[nH]1	7.1	12.6	4.3	-5.4	-0.8	3.8	4.3	1.5	0.7	-0.1	4.2
CC(COc1ccccc1)N1CCC(CO)(Cc2ccccc2)CC1 (stereo unspecified)	2.3	-10.6	-1.0	-13.4	1.9	8.4	-5.3	4.9	0.5	3.2	-9.3
O=C(O)[C@@H]1CCCN1S(=O)(=O)c1cccc2cccnc12	-13.6	-7.4	-5.6	174.4	-1.9	-4.4	-12.3	2.9	-1.3	-1.9	10.3
COc1ccc(NCc2nnc(SCC(=O)N3CCCc4ccccc43)n2C)cc1	-7.2	-3.5	-6.9	-0.6	-1.6	-4.7	-0.8	1.1	-0.6	-1.3	9.2
Cc1ccc(N(C(=O)c2ccccn2)C(C(=O)NC2CCCCC2)c2ccncc2)cc1 (stereo unspecified)	22.5	-2.3	-2.2	73.4	-2.2	-2.0	13.7	-0.1	-0.2	1.1	11.6
COc1ccccc1NC(=O)CCSc1ccc(C)cc1	-17.2	-5.1	-9.5	220.8	0.0	-7.4	-14.9	3.7	-0.2	2.0	-0.1
COc1ccc(/C=N/n2cncn2)cc1CSc1ccccn1	-9.0	-3.9	-1.8	-12.0	-2.5	1.6	19.2	1.1	0.0	1.4	12.3
CCOC(=O)CNC(=O)CSc1ncnc2c1nnn2-c1ccc(F)cc1	16.7	3.4	-5.0	x	-1.6	-16.4	-14.9	-1.4	0.2	-0.9	8.8
CCOC(=O)c1ccc(NC(=O)Cn2nnc3ccccc32)cc1	-42.5	-6.2	-10.6	8.4	-2.3	0.1	-26.1	6.9	9.2	9.9	9.7
COc1ccc(-c2cc(C)no2)cc1S(=O)(=O)N1CC(=O)Nc2ccccc21	8.3	-9.1	2.1	-3.4	-2.5	2.4	-22.9	0.3	1.5	1.6	12.6
Cc1ccc(S(=O)(=O)Nc2ccccc2N=Cc2c(F)c(F)c(F)c(F)c2F)cc1	0.4	1.6	-7.7	x	0.8	-6.2	-8.7	1.4	x	x	-3.5
Cc1ccccc1NC(=O)CN1CCOCC1	8.7	-9.7	-0.6	-9.5	-2.3	4.2	-15.7	-2.0	x	x	12.9
COc1ccc(C(NC(C)=O)c2c(O)ccc3ccccc23)cc1OC (stereo unspecified)	11.7	-4.4	-3.4	-0.2	-1.2	-1.6	-24.7	2.2	-1.9	0.2	6.2
O=S(=O)(Nc1ccccc1)c1cccc2nonc12	-9.2	0.3	-5.4	5.6	-1.7	3.6	-5.3	0.6	1.4	2.7	9.0
CN(C(=O)COC(=O)CCC(=O)c1ccccc1)c1c(N)n(Cc2ccccc2)c(=O)[nH]c1=O	x	3.5	-0.5	96.7	0.3	10.5	12.1	4.8	0.3	0.8	-2.1
Cc1ccc(C(=O)COC(=O)c2cccc([N+](=O)[O-])c2)s1	9.1	-9.3	-12.4	2.7	-3.2	1.4	-6.5	1.5	-1.3	1.6	12.7
O=C1C[C@@H]2c3c(cccc3CN1Cc1ccc(F)cc1)C[C@@H](O)[C@H]2O	x	2.3	-3.0	-16.6	-0.4	-6.5	-0.4	1.2	-0.4	-2.2	2.2
O=C(Cc1ccc(Br)cc1)Nc1ccc(S(=O)(=O)N2CCCC2)cc1	x	7.6	-3.2	10.0	3.1	6.8	5.3	5.0	1.5	1.2	-17.7
CCCCCOc1ccc(C(=O)NC(C(=O)O)C(C)C)cc1 (stereo unspecified)	-4.1	7.7	14.9	10.5	-2.3	6.1	9.7	2.5	2.0	2.7	10.6
COc1ccc(-c2[nH]ncc2Oc2ccccc2OC)c(O)c1	x	1.2	1.4	57.0	1.9	2.7	-33.4	3.5	-1.8	-1.1	-10.1
COc1ccc(-n2cnc3cc(NCc4ccco4)ccc32)cc1	-4.8	4.7	-7.1	3.4	-1.2	0.6	-14.1	x	-1.0	0.5	6.6
COc1ccc(/C(C)=N/NC(=O)c2ccccc2OCc2ccccc2)c(OC)c1	-8.0	-5.8	-6.3	5.8	-1.5	7.5	-12.8	2.2	0.5	3.9	7.3
COc1ccc(C2=NN(C(=O)CSc3nnc(C)n3C)C(c3ccco3)C2)cc1 (stereo unspecified)	9.7	6.5	1.0	-15.6	-1.5	-3.9	11.4	3.5	4.8	3.2	7.9
CC(C)Cc1c(O)nc(SCC(=O)N2CCCCCC2)[nH]c1=O	-52.9	-1.8	7.5	7.4	-0.7	-2.8	-0.9	0.2	-3.1	2.4	5.4
CC1CC(CC(=O)Nc2nc(-c3ccccc3)cs2)C(=O)O1 (stereo unspecified)	-4.3	6.3	-5.6	5.5	-0.6	1.4	-5.2	2.5	0.1	-1.2	3.7
CCn1nc(C)c(NC(=O)c2cnn3c(C(F)F)cc(-c4ccccc4)nc23)c1C	-31.0	-4.9	11.4	x	-0.9	0.0	0.2	0.9	-0.1	1.7	4.5
O=C(NCCOc1ccccc1F)c1ccc2c(=O)n3c(nc2c1)CCC3	24.4	-2.8	-0.2	-11.1	1.1	-2.6	-6.5	1.8	-0.3	1.8	-4.7
CCCCCCn1c(N2CCN(c3ccccc3)CC2)nc2c1c(=O)n(C)c(=O)n2C	16.9	7.9	-6.0	-10.3	1.6	21.7	14.1	-0.6	0.0	2.3	-7.9

Only Tat export inh, for 2 of the compounds above:
canonical_smiles,Tat export inh
CC(C)Cc1c(O)nc(SCC(=O)N2CCCCCC2)[nH]c1=O,-2.8
COc1ccc(C2=NN(C(=O)CSc3nnc(C)n3C)C(c3ccco3)C2)cc1 (stereo unspecified),-3.9

Compounds were not picked by outcome. About 2.2% of those tested had a hit in this group.
